Vc quorum ag – quorum light induction in luxS cqsA deficient V. cholerae | AID 588436 | activation, % at 18.7 µM | 0.16% of 350,000 active | V. cholerae BH1578 lux reporter, luminescence, 6 h; in the data active means activation mostly above about 9.7%, no sharp cut-off; inconclusive means no clear call, values can overlap the other calls; inactive means mostly below about 3.7%; further: not every result past the cut was called active; inactives centre near 0; reference of the scale not given here
PfHsp40 yeast – restores yeast growth despite PfHsp40 toxicity | growth rescue, % at 12.5 µM | S. cerevisiae expressing PfHsp40, growth rescue, ATP luminescence | 0.68% of 340,000 active | AID 504582; in the data active means growth rescue above about 28%, passing the limit was not always enough; inconclusive means no clear call, values can overlap the other calls;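 further: yeast W303a lacking pdr1 and pdr3 grown in galactose medium; growth measured after three days at 30 °C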
SARS 3CLpro inh – SARS-CoV 3CLpro protease inhibition; recombinant SARS-CoV 3CLpro, quenched FRET peptide cleavage; inhibition, % at 6 µM; 0.14% of 290,000 active; AID 1706; in the data active means inhibition above about 12%
CCHFV vOTU inh – blocks the CCHF virus ovarian tumor domain protease | CCHFV vOTU protease, Pep-AMC fluorescence | 0.55% of 370,000 active | AID 651958 | inhibition, % at 11.5 µM; in the data active means inhibition above about 30%; further: 0% = vehicle wells with enzyme and 100% = no enzyme wells
Anthrax LF prot – blocks Bacillus anthracis lethal factor protease | P15917 | multiplex microsphere protease cleavage assay, LF | inhibition, % at 10 µM | 0.12% of 360,000 active; further: plate controls were buffer without enzyme for full effect and enzyme alone for no effect
PriA SSB inh – blocks PriA binding to SSB C-terminal tail; inhibition, % at 33 µM; AlphaScreen SSBct-PriA binding, biotinylated peptide; 0.6% of 430,000 active; in the data active means inhibition mostly above about 37%, no sharp cut-off; inactive means mostly below about 20%;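 further: plate controls were negative control peptide for no effect and reference peptide for full effect; strong numbers were not always called active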
Yp Topo-I inh – Y. pestis Topo-I inhibition via cleavage products; Y. pestis Topo-I cleavage product accumulation, plate reader; activity, % at 10 µM; 0.064% of 360,000 active; AID 504884; in the data active means activity above about 50%, passing the limit was not always enough; inconclusive means no clear call, values can overlap the other calls; further: inactives centre near 2
DUSP3 inh – inhibitors of human VHR1 phosphatase (DUSP3) | P51452 | recombinant VHR phosphatase, pNPP absorbance | inhibition, % at 13.3 µM | 0.52% of 290,000 active | AID 1654; in the data active means inhibition above about 50%; further: some compounds called inactive have numbers as strong as hits
BoNT-A LC inh2 – inhibitors of Botulinum neurotoxin A light chain protease | multiplex microsphere protease substrate cleavage, flow cytometry | inhibition, % at 10 µM | 0.17% of 360,000 active; further: plate controls were buffer without enzyme for full effect and enzyme alone for no effect
TcdB inh – TcdB glycohydrolase inhibition; P18177; TcdB glycohydrolase enzymatic assay, plate reader; inhibition, % at 9.99 µM; 0.24% of 350,000 active; AID 652162; in the data active means inhibition above about 10%
Numbers without * were called inactive; i = inactive; ? = inconclusive; nt = no result given; & = joins results of further samples. Unless noted, no stated cut-off is given here; in the data, active means inhibition above about 30%; inconclusive means no clear call, values can overlap the other calls; inactive means below that. This is a subset (hit frequency here may not be typical).

SMILES	Vc quorum ag	PfHsp40 yeast	SARS 3CLpro inh	CCHFV vOTU inh	Anthrax LF prot	PriA SSB inh	Yp Topo-I inh	DUSP3 inh	BoNT-A LC inh2	TcdB inh
C/C=C/Cn1c(SCCCc2ccccc2)nc2c1c(=O)[nH]c(=O)n2C	-0.4	-0.8	-5	16	1	-11	-11	12	0.7	0.9
O=C(CCSc1ccccc1)NCc1cccnc1	-0.4	-0.2	-5	13	3	-3	4	2	-1.3	0.0
CCOc1c(Br)cc(/C=C2/SC(=O)N(CC(=O)N3CCCC3)C2=O)cc1OC	-1.7	0.8	0	12	5	-17	-6	0	-0.1	nt
C#C[C@]1(O)CCC2C3CCC4=CC(=O)CC[C@@H]4C3CC[C@@]21C (stereo not given in full)	-0.4	0.1	1	0	-10	3	7	2	0.2	1.1
CCN(CC)CCCNC(=O)C1CCN(c2ncnc3c2sc2cccc(F)c23)CC1	-0.6	-0.2	-4	-4	-6	0	-12	13	0.6	1.7
O=C(COc1ccccc1Br)Nc1ccccc1C(F)(F)F	-1.1	0.3	-1	12	0	-17	-1	-13	-1.6	-4.9
COc1ccccc1N1CCN(C(=O)C(C)N(c2ccc(C)cc2)S(C)(=O)=O)CC1 (stereo not given)	i	3.5	5	-3	-9	5	5	22	1.2	nt
COc1ccc(/C=C(/NC(=O)c2ccc([N+](=O)[O-])cc2)C(=O)NCCCN(C)C)cc1	-0.3	-1.2	5	4	0	-17	-7	32	-0.4	0.2
COc1ccc(CCNC(=O)CSc2nn3c(=O)c(C)nnc3s2)cc1OC	i	0.4	0	1	-1	-16&-3&-2	1	-5	-0.3	1.6
CC1(C(=O)NCc2ccccc2)CCC(=O)N1CCc1c[nH]c2ccccc12 (stereo not given)	nt	nt	nt	-8	-11	nt	nt	nt	-0.4	-0.1
c1cncc(Cc2cc3ccccc3[nH]2)c1	-0.4	0.6	5	8	13	-8	4	-11	1.5	nt
COc1ccc(CNc2nc(-c3cccnc3)nn2C(=O)c2ccco2)cc1	-0.5	0.1	2	12	-3	-16	13	-11	0.2	nt
CC(=O)N1CCCc2cc(S(=O)(=O)NCc3ccc(C)cc3)ccc21	2.8	-0.6	2	-4	-2	-5	6	-1	1.0	nt
Cc1ccc(/C=C(/C#N)c2nc(CCN3C(=O)c4ccccc4C3=O)cs2)cc1	-0.7	-1.3	3	5	-9	-15	15	25	-0.1	nt
CN1C(=O)c2cccc3c(N(C)C)ccc(c23)C1=O	i	1.1	1	4	2	-40	1	6	0.0	1.9
CC(=O)OC1(c2ccccc2)CCN(C2CCCCC2)CC1C (stereo not given)	-0.1	0.4	1	3	-4	-7	-1	7	-1.2	0.5
O=C(NCc1ccon1)C1CCC(=O)N(CCc2ccc(Cl)cc2)C1 (stereo not given)	-3.4	-0.7	0	13	0	-12	-3	24	3.6	1.6
COC(=O)c1ccccc1NC(=O)CSc1nnc(C(CO)NC(=O)c2ccccc2)n1C (stereo not given)	-0.4	1.1	4	-16	0	3	-2	0	-0.9	0.1
CC(=O)Nc1ccc(NC(=O)CCCn2cnc3ccccc3c2=O)cc1	-0.5	-1.5	-5	7	-8	-4	-4	30	1.4	-0.6
NNC(=O)CCCCCCCCCCOCCCCO	0.0	0.3	0	4	-11	-6	5	4	-4.6	-0.6
CCCN(CC(=O)Nc1ccc(Cl)cc1Cl)C(=O)CC(NC(C)=O)c1ccccc1 (stereo not given)	3.6	-0.9	-1	8	-1	7	15	18	-1.8	0.4
COc1cccc(C(=O)Nc2cc(C)ccc2NC(=O)COc2ccccc2)c1	i	-1.1	6	1	-5	-4	31	-5	-0.2	nt
Cc1ccc(C(C)C)c(OCc2nn(CC(=O)c3ccc(Cl)cc3)c3[n+]2CCCCC3)c1	i	0.1	4	10	-5	14	5	19	0.3	4.5
COc1ccc(CCNC(=O)CN(Cc2ccc(Cl)cc2)S(C)(=O)=O)cc1OC	-0.4	-0.3	-4	-6	-15	-13	3	20	1.0	2.0
CN(Cc1ccc(F)cc1)C(=O)COc1ccccc1-c1ccccc1	-3.8	2.4	-2	-1	1	-21	45	9	0.1	0.7
O=C(NCCCN1CCOCC1)c1sc2cc(F)ccc2c1Cl	6.7	-1.1	0	2	-1	-20	2	18	0.3	1.2
CC(C)NC(=S)NC1(C)CCS(=O)(=O)C1 (stereo not given)	-0.4	-0.4	1	-15	-1	-3	-3	3	0.0	nt
O=C(Cc1ccccc1F)Nc1cccc(S(=O)(=O)N2CCOCC2)c1	1.0	-0.8	nt	15	-5	-10	-1	nt	0.7	1.9
C=CCOc1cccc(C2C(C(=O)c3cccs3)=C(O)C(=O)N2Cc2cccnc2)c1 (stereo not given)	-0.5	0.7	-2	-2	-5	6	-3	8	0.5	-0.2
O=C(COC(=O)Cc1c[nH]c2ccccc12)Nc1ccc(Cl)cc1	0.9	nt	nt	5	1	nt	-5	nt	-0.5	1.8
O=C(N/C(=C\c1ccc(Cl)cc1)C(=O)N1CCOCC1)c1ccc([N+](=O)[O-])cc1	-0.3	-0.2	1	14	0	-5	-3	-37	-0.3	-1.6
O=C(N/N=C/C1CCCCC1)c1ccccn1	-0.4	0.1	4	-8	4	nt	1	30	3.3	nt
COc1cc(/C=N/N2C(=O)C3C4C=CC(CC4)C3C2=O)ccc1O (stereo not given)	0.3	1.1	-2	11	-9	nt	3	21	-0.1	18*
OCc1ccc(OCCCOc2cccc3cccnc23)cc1	i	-0.3	3	6	13	7	10	9	-1.2	2.7
CCOC(=O)c1cn2nc(Oc3ccc(C#N)cc3)ccc2n1	i	-0.6	6	-38	2	-7	-11	19	-2.8	1.0
Cc1ccc2c(c1)nnc1nnc(SCC(=O)O)n12	0.9	nt	1	10	-5	-2	-4	-13	-0.6	1.8
COc1cc(C=O)ccc1OCCSc1ccc(Cl)cc1	i	-0.4	-1	-9	-3	-79	1	5	-0.4	nt
O=C(Nc1ccnn1C1CCN(Cc2ccn[nH]2)CC1)c1ccccc1	i	-0.9	-1	-2	-3	-7	-2	22	-2.2	-0.2
O=C1CC(C(=O)N2CCN(c3ccccc3O)CC2)CN1Cc1ccccc1 (stereo not given)	i	0.0	nt	7	0	1	-6	nt	1.3	-0.5
Cc1cc(C)c2cc(C(=O)N3CCC(N4CCCCC4)CC3)[nH]c2c1	-0.1	0.3	-4	-8	0	2	7	-9	-3.7	1.3

Random excerpt: 2 records from the list.
SMILES	Vc quorum ag	PfHsp40 yeast	SARS 3CLpro inh	CCHFV vOTU inh	Anthrax LF prot	PriA SSB inh	Yp Topo-I inh	DUSP3 inh	BoNT-A LC inh2	TcdB inh
O=C(COC(=O)Cc1c[nH]c2ccccc12)Nc1ccc(Cl)cc1	0.9	nt	nt	5	1	nt	-5	nt	-0.5	1.8
Cc1cc(C)c2cc(C(=O)N3CCC(N4CCCCC4)CC3)[nH]c2c1	-0.1	0.3	-4	-8	0	2	7	-9	-3.7	1.3

(cont.)
SMILES	Vc quorum ag	PfHsp40 yeast	SARS 3CLpro inh	CCHFV vOTU inh	Anthrax LF prot	PriA SSB inh	Yp Topo-I inh	DUSP3 inh	BoNT-A LC inh2	TcdB inh
COc1ccccc1CCC(=O)Nc1ccc(S(=O)(=O)Nc2ncccn2)cc1	i	nt	nt	9	4	nt	6	nt	-0.1	0.7
CCOC(=O)c1cc(NC(=O)Nc2ccccn2)c(C)nc1C	i	1.0	-5	-1	2	-12&-12	0	20	0.5	0.8
CC(=O)Nc1ccc(NC(=O)CCN2C(=O)c3ccccc3C2=O)cc1	i	0.3	3	10	-3	-2	-1	10	-4.0	2.4
COC(=O)c1cc(-c2ccc(C)o2)nc2ccccc12	i	0.1	5	9	-2	3	-1	1	3.5	nt
CC(NC(=O)Cc1ccc(S(=O)(=O)N2CCOCC2)s1)c1ccc(Br)cc1 (stereo not given)	-1.8	-0.5	nt	-3	-7	-10	9	nt	-0.8	0.5
CC(=O)Nc1cccc(-c2csc(C(C)(NC(C)=O)c3ccccc3)n2)c1 (stereo not given)	i	nt	nt	4	3	nt	7	nt	-0.2	0.4
COC(=O)c1c(NC(NC(=O)C(C)C)C(Cl)(Cl)Cl)sc2c1CCCC2 (stereo not given)	-0.4	0.4	-2	10	1	-3	0	-5	0.1	0.7
N/C(=N\NC(=O)Nc1ccc(Cl)cc1)c1ccccn1	-0.7	-0.8	4	-7	12	nt	-7	19	3.5	1.6
Cn1c(=O)c2c(nc(NCc3cccnc3)n2Cc2ccc(Cl)cc2)n(C)c1=O	i	0.3	1	28	-7	-20	17	24	-0.5	nt
CN(C(=O)c1ccc(NC(=O)Cc2cccc(NC(=O)C3CCN(C(=O)C4CCC4)CC3)c2)cc1)C1CCCC1	i	2.0	nt	3	7	-4	9	nt	0.9	1.0
COCCCNC(=O)CCc1nc(-c2ccccc2Cl)no1	1.3	-0.7	2	10	5	-14	-1	16	1.4	nt
Cc1c(S(=O)(=O)N2CCN(c3ccc(F)cc3)CC2)c(=O)n(C)c(=O)n1C	-0.3	0.2	3	-10	0	-9&-11	5	14	0.7	1.7
O=C(Nc1ccccc1)O/N=C/c1ccccc1Cl	i	1.4	-3	nt	-12	nt	12	-8	0.0	nt
Cc1ccc(NC(=O)COC(=O)Cc2cccs2)c(Br)c1	i	0.0	2	0	-1	-22	15	19	1.0	0.0
Cc1cc([N+](=O)[O-])ccc1N	1.9	1.3	nt	14	-4	-11	-9	nt	-0.2	-6.6
CCOC(=O)c1c(NC(C)=O)sc2c1CCC(C=NCCCN(CC)CC)=C2Sc1ccccc1	20*	3.8	-15	nt	31*	18	14	nt	68*	nt
CCn1cc(C(=O)NCc2ccc(Cl)cc2)c(=O)c2cc(S(=O)(=O)N3CCOCC3)ccc21	-0.2	-0.6	3	-1	-1	0	5	19	0.2	-0.3
CC(C)N(CCCNC(=O)CC1Oc2ccccc2NC1=O)Cc1ccccc1 (stereo not given)	-0.5	1.5	2	13	-5	-9	4	29	0.2	-0.2
Cc1cccc(N2CC(C(=O)OCC(=O)c3ccc(OC(=O)c4cccs4)cc3)CC2=O)c1C (stereo not given)	-0.2	0.5	1	2	nt	-19	35	-13	nt	nt
O=S(=O)(/C=C/c1ccccc1)N1CCN(Cc2ccc3c(c2)OCO3)CC1	-1.5	4.2	0	-4	1	-8	3	-4	-0.2	4.0
COc1ccc(-c2nc3ccc(C)cn3c2Cc2ccc(C)cc2)cc1OC	nt	nt	nt	-2	-9	nt	nt	nt	0.0	1.6
COc1ccc(S(=O)(=O)N(C)C[C@H]2Oc3c(NC(=O)C4CC4)cccc3C(=O)N([C@H](C)CO)C[C@@H]2C)cc1	i	0.5	nt	-6	0	-11	0	nt	-0.1	0.5&0.9
Oc1ccccc1C1=NC(c2ccccc2)NC(c2ccccc2)C1 (stereo not given)	i	nt	nt	0	-3	nt	2	nt	-0.6	-1.0
CCOC(=O)c1cc(C#N)c(N2CCN(C(=O)c3cccc(C(F)(F)F)c3)CC2)nc1C(F)(F)F	-0.8	?	2	12	8	-7	12	25	7.8	1.6
CCc1ccc(C2=NN(CCC(=O)NCc3cccs3)C(=O)CC2)cc1	i	-0.2	-4	-6	-1	-12	25	-3	0.6	1.2
CCOC(=O)C1CCCN(C(=O)CN2C(=O)NC(C)(c3ccc4ccccc4c3)C2=O)C1 (stereo not given)	i	-0.5	nt	5	0	-4	17	nt	0.8	1.9
CCOc1ccccc1/C=C(/NC(=O)c1ccccc1)C(=O)N1CCCCC1	i	1.0	0	0	-4	-9	8	32	2.5	0.4
COc1ccc(CCN(C)CC(=O)Nc2c(C)cc(C)cc2C)cc1OC	-0.9	1.0	6	2	8	4	12	-28	-6.9	0.6

An excerpt of these results, with bars between the fields.
SMILES | Vc quorum ag | PfHsp40 yeast | SARS 3CLpro inh | CCHFV vOTU inh | Anthrax LF prot | PriA SSB inh | Yp Topo-I inh | DUSP3 inh | BoNT-A LC inh2 | TcdB inh
CCOC(=O)c1cc(C#N)c(N2CCN(C(=O)c3cccc(C(F)(F)F)c3)CC2)nc1C(F)(F)F | -0.8 | ? | 2 | 12 | 8 | -7 | 12 | 25 | 7.8 | 1.6
CCc1ccc(C2=NN(CCC(=O)NCc3cccs3)C(=O)CC2)cc1 | i | -0.2 | -4 | -6 | -1 | -12 | 25 | -3 | 0.6 | 1.2
